Compound activity as filed in PubChem BioAssay.
Runt-CBFb FRET: blocks binding of human RUNX1 Runt domain to CBFb. hit rate 0.46% among 220,000. Cerulean-Runt/Venus-CBFb FRET ratio 530/480, 1 h. inhibition, % at 20 µM;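 active means inhibition over about 50% at 20 µM in the single-dose screen, limit read from the data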;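 further: 0% = DMSO wells and 100% = excess unlabeled CBFb competitor control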
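Measured by: fluorescence energy transfer, 422 nm excitation, 530/480 nm emission; Assay system: Cerulean-Runt domain; Medium: Tris pH 7.5 buffer with BSA; Measure: loss of energy transfer signal; Controls: 5 µM unlabeled CBFb as full-inhibition high control; Incubation: protein complex preformed 1 h, compound exposure 1 h, room temperature, dark.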
Hck Nef HTS: blocks Nef-activated human Hck kinase; hit rate 0.68% among 220,000; P08631; AID 463187; Recombinant Hck-YEEI plus Nef, Z-Lyte FRET kinase assay; inhibition, % at 20 µM;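 active means Hck-Nef kinase inhibition above about 50%, limit read from the data; inactive means inhibition below that limit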;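 further: 0% = DMSO with Hck plus Nef and 100% = Hck alone without Nef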
Target sequence (P08631 whole entry, looked up): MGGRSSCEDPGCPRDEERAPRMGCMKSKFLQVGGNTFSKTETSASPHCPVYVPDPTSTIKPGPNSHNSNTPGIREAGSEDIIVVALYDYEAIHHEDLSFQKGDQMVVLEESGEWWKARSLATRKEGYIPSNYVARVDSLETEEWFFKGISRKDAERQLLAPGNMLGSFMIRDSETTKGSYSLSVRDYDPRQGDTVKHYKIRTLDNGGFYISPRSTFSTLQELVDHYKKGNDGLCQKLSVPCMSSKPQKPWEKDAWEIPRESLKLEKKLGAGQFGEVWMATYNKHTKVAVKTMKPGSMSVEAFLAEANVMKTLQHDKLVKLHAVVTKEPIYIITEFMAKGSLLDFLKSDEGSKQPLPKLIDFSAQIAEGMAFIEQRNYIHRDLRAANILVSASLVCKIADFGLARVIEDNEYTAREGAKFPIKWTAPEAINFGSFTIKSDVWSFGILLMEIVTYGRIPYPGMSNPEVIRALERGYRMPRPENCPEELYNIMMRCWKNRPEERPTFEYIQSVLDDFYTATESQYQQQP
FXIIa inh 1536: blocks human coagulation factor XIIa protease activity. P00748. inhibition, % at 5 µM. hit rate 0.3% among 220,000. purified FXIIa, Boc-QGR-AMC fluorogenic substrate, 2 h; in the data active means inhibition above about 40%;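 further: 0% = enzyme with no compound and 100% = blank without enzyme; many of its hits are not listed in these tables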
hK5 inh: kallikrein 5 (human) inhibition | Q9Y337 | inhibition, % at 5 µM | AID 873 | hit rate 0.59% among 210,000 | recombinant hK5, fluorogenic AMC substrate cleavage;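 active means inhibition of 40% or more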;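 further: 0% = enzyme controls without compound and 100% = no-enzyme blanks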
Runt-SMMHC FRET: blocks binding of human RUNX1 Runt domain to CBFb-SMMHC. Q01196+Q13951. Cerulean-Runt/Venus-CBFb-SMMHC FRET ratio 530/480, 1 h. inhibition, % at 20 µM. hit rate 0.74% among 220,000;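 active means mean inhibition across duplicate retests at 20 µM reaching about 50%, limit read from the data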;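 further: 0% = DMSO wells and 100% = wells with excess untagged CBFb-SMMHC; inhibitors lower the FRET ratio by blocking Runt binding to CBFb-SMMHC; some results filed as inactive read as strong as hits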
Thrombin inh: blocks human thrombin protease activity; P00734; alpha-thrombin, Boc-VPR-AMC fluorogenic substrate cleavage; inhibition, % at 5 µM; hit rate 0.26% among 220,000; AID 1046;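 active means inhibition at or above 40%; inactive means inhibition below 40%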;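 further: 0% = enzyme with no compound and 100% = wells without enzyme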
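signal = AMC fluorescence, 355/460 nm | material = human alpha-thrombin enzyme | control set = enzyme without compound as high, wells lacking enzyme as low | times = reaction at room temperature | read-out basis = percent inhibition scaled between no-compound controls and no-enzyme blanks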
14-3-3 Bad inh: disrupts binding of bovine 14-3-3 zeta to phospho-Bad peptide | P63103 | TR-FRET 14-3-3zeta/Dy647-pBad peptide displacement, 1 h | inhibition, % at 21.7 µM | hit rate 0.71% among 220,000;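 active means inhibition above about 70%, limit read from the data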;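 further: 0% = full 14-3-3 plus peptide FRET controls and 100% = background without 14-3-3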
Target sequence (P63103 whole entry, looked up): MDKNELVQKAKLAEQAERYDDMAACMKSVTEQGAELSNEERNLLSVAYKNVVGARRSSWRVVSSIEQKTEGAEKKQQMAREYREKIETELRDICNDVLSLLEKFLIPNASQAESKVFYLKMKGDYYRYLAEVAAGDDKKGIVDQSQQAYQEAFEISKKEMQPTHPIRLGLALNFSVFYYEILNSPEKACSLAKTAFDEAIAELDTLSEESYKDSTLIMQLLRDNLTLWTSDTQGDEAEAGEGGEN
Wee1 stabilizer: human Wee1 degradation inhibition, primary screen | P30291 | HeLa Luc-Wee1K328M stability, luciferase luminescence; 100% = proteasome inhibitor MG132 effect | reporter increase, % at 5 µM | hit rate 1.2% among 220,000 | AID 1321;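 active means activation above the mean of all tested compounds plus 3 SD, set per screening run, cut at about 8.8% in these data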;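 further: cells exposed to compound for 20 h before luminescence read; 0% = DMSO alone and 100% = MG132 at 30 µM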
FXIa inh: inhibitors of human coagulation factor XIa | P03951 | purified FXIa, Boc-Glu-Ala-Arg-AMC fluorogenic substrate | inhibition, % at 5 µM | hit rate 0.14% among 220,000 | AID 798;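 active means inhibition of at least 40%; inactive means inhibition below 40%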;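 further: fluorescence of freed AMC excited at 355 nm; 0% = enzyme without compound and 100% = no enzyme blank; many of its hits are not listed in these tables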
Starred values were filed as active, the others as inactive; . = not tested or not shown; [ ] = dose if it differs, or a comment.

Compound,Runt-CBFb FRET,Hck Nef HTS,FXIIa inh 1536,hK5 inh,Runt-SMMHC FRET,Thrombin inh,14-3-3 Bad inh,Wee1 stabilizer,FXIa inh
CN(C)S(=O)(=O)c1cccc2nsnc12,-2,0,9,-3,1,-3,3,-1,3
O=C(NCc1ccccn1)c1ccc(CNS(=O)(=O)c2cccc(Cl)c2)cc1,-2,2,8,-18,-1,-4,-13,1,4
Cn1c(C(=O)NCCCN2CCc3ccccc3C2)cc2c(=O)n(C)c3ccccc3c21,2,1,13,1,3,-3,1,-2,3
CS(=O)(=O)N1N=C(c2ccco2)CC1c1ccc(Cl)cc1 (stereo not given),10,2,6,-4,1,-7,-3,1,1
CC1CCN(Cc2cc(=O)oc3cc4c(cc23)CCCC4)CC1,-2,25,3,-5,0,-7,2,1,-4
COC(=O)c1ccc(Oc2ccc(C(C)(C)C)cc2)c([N+](=O)[O-])c1,-3,-1,14,5,-4,0,-8,2,1
CC(C)C(=O)Nc1ccc2c(c1)C(=O)N(CCC(=O)O)C2=O,-2,1,-5,4,-2,2,-9,-1,7
NS(=O)(=O)c1ccc(NC(=S)NC(=O)c2cccc(Br)c2)cc1,3,-27,12,12,3,-6,-2,5,9
Cn1c(Cn2c(=O)sc3ccccc32)nnc1SCC(=O)N1CCCC1,-1,0,6,-1,-1,1,16[fluorescence artefact?],-3,-3
O=C(NC1CCCCC1)C(=S)NCc1ccccc1,-1,2,4,-1,4,-1,0,1,-3
CCN(CC)S(=O)(=O)c1ccc(C(=O)OCC(=O)NCCN2C(=O)CSC2=O)cc1,0,-1,10,4,2,-1,-2,-2,6
CCOC(=O)C1CCN(C(=O)c2ccco2)CC1,-5,3,18,-7,-11,-7,-6,4,2
COC(=O)c1ccc(CSc2nc3ccc(S(=O)(=O)N4CCOCC4)cc3[nH]2)cc1,-1,2,2,-3,0,5,4,-2,4
Cc1nnc(SCc2nc3ccccc3s2)n1-c1ccccc1,1,0,-7,-25,-9,-4,0,2,-2
CCn1c(/N=C/c2ccccc2NS(=O)(=O)c2ccc(C)cc2)nc2ccccc21,-11,3,8,-7,-32,0,11,0,6
O=C1C=C(Nc2ccc(Cl)cc2)CC(c2ccc(Cl)cc2)C1 (stereo not given),.,-2,9,4,4,7,.,0,6
COc1cccc(C2C(C(=O)c3cccs3)=C(O)C(=O)N2c2cc(C)on2)c1 (stereo not given),26,3,17,16,42,5,23,-1,2
CCC/C=N/NC(=O)C1COc2ccccc2O1 (stereo not given),1,26,8,5,0,2,5,2,1
CC1=NC(C(F)(F)F)(C(F)(F)F)C2=C(CC(C)(C)CC2=O)N1Cc1ccco1,2,9,11,3,0,1,-5,-1,2
CCOc1ccc(-c2nnc(SCC(=O)Nc3ccc4c(c3)c3ccccc3n4CC)n2N)cc1,0,11,13,-9,2,-15,73*,0,-1

As entered above.
`O=C1C=C(Nc2ccc(Cl)cc2)CC(c2ccc(Cl)cc2)C1` (stereo not given) @ Hck Nef HTS: -2
`CCOc1ccc(-c2nnc(SCC(=O)Nc3ccc4c(c3)c3ccccc3n4CC)n2N)cc1` @ FXIa inh: -1

Going on with the list.
Compound,Runt-CBFb FRET,Hck Nef HTS,FXIIa inh 1536,hK5 inh,Runt-SMMHC FRET,Thrombin inh,14-3-3 Bad inh,Wee1 stabilizer,FXIa inh
O=C(NNC(=O)c1sccc1-n1cccc1)c1cccs1,-2,20,17,-7,-1,2,0,1,-4
COc1ccc(-c2cn3cccnc3n2)cc1NC(=O)c1ccc(Br)o1,2,4,-2,-64,-3,-6,-3,-2,-9
Cc1ccc(-c2c[n+](CC(=O)Nc3cc(=O)n(C)c(=O)n3C)c3n2CCC3)cc1,1,1,9,-8,1,-5,10,-1,4
CCn1c(N)c(C(=O)NCC2CCCO2)sc1=S (stereo not given),45,0,0,-6,12,-2,10,-5,-5
Cc1ccc(C(=O)NCCSc2ccc(Cl)cc2)cc1[N+](=O)[O-],.,0,11,0,-1,-5,4,-2,4
CC(C)(C)c1ccc(OCCNC(=O)Cc2ccc(F)cc2)cc1,-6,4,15,-15,1,-3,-18,0,7
COC(=O)CSC(=S)N1CCCC(C)C1 (stereo not given),0,18,1,-7,0,-12,3,1,-2
CCOC(=O)c1nn(-c2ccc3c(c2)OCCO3)cc1O,-1,-63,5,1,1,-2,-3,9,-1
CCCCN(CCCC)CP(=O)(c1ccccc1)c1ccccc1,2,3,8,-14,0,-6,-17,1,4
COCCn1c(C)cc(C(=O)CSc2ccc3ccccc3n2)c1C,9,5,14,-3,0,3,-7,2,4
O=S(=O)(c1ccc(OCC(O)CNCc2ccco2)c(Cl)c1)N1CCOCC1 (stereo not given),0,-5,3,2,0,-10,-6,2,3
Cc1cc(C)n(CCC(=O)N/N=C/c2ccc(Cl)c([N+](=O)[O-])c2)n1,-1,14,-4,-5,-1,-7,-3,-1,-3
COc1cc(/C=C(\C#N)C(=O)N2CCOCC2)ccc1OCc1ccccc1,0,4,15,7,2,5,-4,1,1
CCOC(=O)c1sc(NC(=O)CC)nc1C,0,5,8,-2,-2,-7,-1,-1,-4
CCOC(=O)c1c(C)n(C)c2ccc(OC)c([N+](=O)[O-])c12,1,20,5,-1,1,-11,-8,-2,-4
CCCOc1ccc(/C=N/NC(=O)C2CCCN2S(=O)(=O)c2ccc(Cl)cc2)cc1 (stereo not given),-1,3,26,49*,-1,14,-8,0,14
CCOCC(=O)Nc1ccc(C(=O)Nc2ccccc2Cl)cc1,0,15,2,-1,2,-8,-2,0,-4
CC(=O)c1c(C)[nH]c(C(=O)CSc2nnc(-c3ccco3)n2Cc2ccccc2)c1C,0,0,7,-6,4,-11,1,0,-4
COC(=O)C(C#N)c1nc2ccccc2nc1N1CCCC1 (stereo not given),24,-4,-10,-5,20,-2,-9,-1,-8
CCOC(=O)C1(CC2CCCCO2)CCN(Cc2ccccc2-c2ccco2)CC1 (stereo not given),-4,19,10,2,-1,1,-10,-5,-1
CC(C(=O)O)N1C(=O)/C(=C/c2cccn2C)SC1=S (stereo not given),-16,2,7,-1,-55,-3,-5,2,-3
COc1cc(N=C2C(=O)N3CCCc4cccc2c43)cc(OC)c1,1,1,8,-2,-1,0,-23,5,5
CN1CCN(Cc2nc3c([nH]2)c(=O)[nH]c(=O)n3C)CC1,0,-1,24,-13,1,5,-1,-1,9
O=C(O)CC1S/C(=N\N=C/c2ccccc2O)N(c2ccc(O)cc2)C1=O (stereo not given),2,6,1,-20,-3,2,-9,2,-46
COc1ccc(NC(=S)N2CCN(Cc3ccco3)CC2)c(OC)c1,0,0,4,2,3,-8,-10,-1,2
Cn1c(=O)c2c(nc(N3CCc4ccccc4C3)n2C)n(C)c1=O,0,12,2,-6,-6,.,-6,-2,-1
O=C(OCCCN1C(=O)c2ccccc2C1=O)c1ccco1,0,-1,7,-6,9,-5,4,1,-10
Cc1cccc(C(C)C)c1NC(=O)C1CN(S(=O)(=O)c2ccccc2)CCN1S(=O)(=O)c1ccccc1 (stereo not given),-1,1,-3,-7,-3,8,1[fluorescence artefact?],2,3
COc1ccc(N(CC(=O)N2CCc3ccccc3C2)S(C)(=O)=O)cc1OC,2,2,7,-24,5,-3,4[fluorescence artefact?],-1,-12
CC1(C)Cc2c(sc(NC(=O)COc3cccc4ccccc34)c2C#N)C(C)(C)N1,0,-189,5,-6,3,-7,-71,0,2
O=C(N/N=C\c1cccc(Cl)c1)c1n[nH]c2c1CCCC2,0,2,16,-14,-5,-3,-20,3,4
CCCn1c(C)cc(C(=O)COc2ccc(C)nc2[N+](=O)[O-])c1C,19,6,9,-11,4,-3,-5,3,6
CCc1cccc(N(CC(=O)NCc2ccc(F)cc2)C(=O)c2csnn2)c1,.,22,5,-4,.,-8,-6,4,-3
CCC(=O)c1c[nH]c(C(=O)NCc2cccs2)c1,0,19,12,-3,-1,1,-5,2,0
COc1ccc(C(C)=O)cc1CSc1nnc(Nc2ccccc2C)s1,-5,4,13,-11,0,-2,-6,1,5
CC(C)c1nnc(SCC(=O)NCCC2=CCCCC2)n1N,15,-17,3,-6,8,-7,-5,1,-5
FC(F)(F)c1nnc2ccc(-n3ccnc3)nn12,2,1,9,-9,-2,-4,-2[fluorescence artefact?],-3,2
CC(C)CCN1CCN(Cc2nc3ccccc3s2)CC1CCO (stereo not given),-1,23,7,1,-2,-6,-11,-5,-1
CCCC(CCC)C(=O)NCCN1CCOCC1,0,-1,-12,5,3,-4,0,-1,-9
O=C(NCc1ccccc1Cl)C1CCN(S(=O)(=O)N2CCCCCC2)CC1,-2,1,10,4,-21,4,-4,-1,0
COc1cc(C#N)ccc1OCC(=O)c1ccc2c(c1)OCCO2,-3,4,14,-3,1,5,12,0,7
CC(NC(=O)c1ccc(N(C)C)cc1)C(c1cccs1)N1CCN(C)CC1 (stereo not given),0,12,-1,-25,-2,12,-14[fluorescence artefact?],0,-3
COc1ccc(S(=O)(=O)N2CCN(C(=O)NC3CCCCC3)CC2)cc1,0,24,0,-4,-6,-3,-7,0,-5
